Source: PubChem BioAssay (NCI)
All columns: NCI-60 one-dose screen, growth in % after 48 h at 10 µM unless noted; 100 = growth as untreated, 0 = no growth, -100 = all killed.
NCI/ADR-RES: NCI/ADR-RES ovarian cells; 81,000 tested, 4.4% active; AID 1794790
NCI-H322M: NCI-H322M lung cancer | 80,000 tested, 2.7% active | AID 1794733
OVCAR-4: OVCAR-4 ovarian cancer cells; 80,000 tested, 3.7% active; AID 1794784
SK-OV-3: SK-OV-3 ovarian cancer cells. AID 1794785. 80,000 tested, 3.2% active
IGROV1: IGROV1 ovarian cancer | 79,000 tested, 4.7% active
NCI-H522: NCI-H522 lung cancer; 78,000 tested, 8% active
NCI-H226: NCI-H226 lung cancer; 79,000 tested, 3.5% active
NCI-H23: NCI-H23 lung cancer; 80,000 tested, 4% active
NCI-H460: NCI-H460 lung cancer; AID 1794736; 82,000 tested, 6.8% active
Numbers without * were called inactive; nt = not tested or not shown; [ ] = dose if it differs, or a comment. Rule for the calls: active = growth percent below 10; inactive = the rest.

smiles | OVCAR-4 | NCI-H460 | NCI/ADR-RES | IGROV1 | NCI-H23 | NCI-H226 | NCI-H522 | NCI-H322M | SK-OV-3
CCC(CC)N1C(=O)/C(=c2\sc3n(c2=O)C2C(NN=3)N(CC)C(=O)N2CC)c2ccccc21 (stereo unspecified) | 38 | 4.8* | 11 | 23 | 7.6* | 54 | 20 | 61 | 43
c1ccc(N2N=NC3C4CCC(C4)C32)cc1 (stereo unspecified) | 110 | 109 | 107 | 100 | 105 | 107 | 111 | 81 | 103
COc1ccccc1Nc1nc(N)nc2c1CCc1occc1-2 | 102 | 100 | 99 | 104 | 97 | 104 | 71 | 97 | 101
O=C1NC(=O)/C(=C\c2cn(-c3ccccc3)nc2-c2cccc(O)c2)S1 | 91 | 94 | 94 | 96 | 88 | 104 | 64 | 90 | 80
Cc1cc(N)ncc1[N+](=O)[O-] | 102 | 108 | 109 | 122 | 96 | 97 | 89 | 137 | 112
COc1ccc(/C=N/NC(=O)Cn2c(Cc3cccc4ccccc34)nc3ccccc32)cc1 | 104 | 106 | 94 | 108 | 90 | 93 | 78 | 84 | 106
O=C1CCSC(=S)N1c1ccc(Cl)cc1 | 105 | 101 | 97 | 103 | 104 | nt | 91 | 99 | 107
Cc1sc(=S)n(CC(=O)O)c1C | 112 | 116 | 104 | 107 | 99 | 104 | 87 | 94 | 91
CCN(CC)CCOc1ccc(C#N)cc1 | 116 | 106 | 106 | 115 | 102 | 95 | 99 | 104 | 105
CCCCn1c(=O)c(/C=C/C(=O)/C=C(O)/C=C/c2cc3ccccc3n(CCCC)c2=O)cc2ccccc21 | 100 | 94 | 100 | 104 | 90 | 96 | 78 | 93 | 98
CC[C@]12C=CCN3CC[C@@]4(c5ccc(OC)cc5N(C)[C@H]4[C@@](O)(C(=O)OC)[C@@H]1OC(=O)CCC(=O)O[C@H]1CC[C@H]4[C@@H]5CCC6=CC(=O)CC[C@@H]6[C@H]5CC[C@]14C)[C@@H]32 | nt | 1.5*[100 µM] | 11[100 µM] | -46*[100 µM] | 13[100 µM] | -18*[100 µM] | 3.3*[100 µM] | 36[100 µM] | 13[100 µM]
Nc1c(C(=O)Nc2cccc3ccccc23)sc2nc3c(cc12)CCCCC3 | 57 | 9.6* | 20 | 44 | 45 | 73 | 0.4* | 51 | 29
COc1ccc2cc(/C=C3\N=C(c4cc(OC)c(OC)c(OC)c4)OC3=O)c(OC)nc2c1 | 101 | 111 | 105 | 109 | 101 | 107 | 82 | 107 | 96
Cc1cc2c(cc1C)NC1=C(N2)OC(c2cccc(O)c2)C1=O (stereo unspecified) | 96 | 109 | 104 | 86 | 96 | 102 | 87 | 115 | 109
O=[N+]([O-])c1cccc(N=Cc2ccc3c(c2)OCO3)c1 | 104 | 120 | 105 | 109 | 104 | 104 | 90 | 112 | 110
c1ccc(-c2onc3ccc(-n4nncc4-c4cccs4)cc23)cc1 | 105 | 102 | 99 | 104 | 96 | 93 | 74 | 98 | 90
CC(C)=CCC[C@](C)(O)[C@H]1CC[C@]2(C)[C@@H]1CC[C@@H]1[C@@]3(C)CC[C@H](OC(=O)CCC(=O)O)C(C)(C)[C@@H]3CC[C@]12C | nt | 4.5*[100 µM] | 30[100 µM] | 15[100 µM] | 17[100 µM] | 27[100 µM] | 9.2*[100 µM] | 27[100 µM] | 42[100 µM]
CCOc1cc(C2C(C#N)=C(c3cccs3)OC(NC)=C2[N+](=O)[O-])ccc1O (stereo unspecified) | 84 | 101 | 104 | 105 | 98 | 99 | 96 | 102 | 89
CCn1c(Sc2nnc(N)s2)nc2c1c(=O)n(C)c(=O)n2C | 101 | 108 | 98 | 102 | 95 | 108 | 90 | 104 | nt
C=C1C[C@H]2[C@@H](N(C(c3ccccc3)c3ccccc3)C(=O)C(=O)N2c2cccc(C3(C)OCC(C)(C)CO3)c2)[C@@]1(CC)NC(=O)OCc1ccccc1 | 69 | 62 | 81 | 78 | 80 | 66 | 61 | 78 | 90
COc1ccc(S(=O)(=O)N=N/C=C2\C=CC=CN2O)cc1OC | 108 | 105 | 99 | 107 | 86 | 92 | 102 | 97 | 101
Cc1ccccc1C[P+](c1ccccc1)(c1ccccc1)c1ccccc1 | 3.3* | 21 | 114 | 20 | 12 | 33 | 0.3* | 58 | 43
C=C(c1ccc(C(=O)O)cc1)c1cc2c(cc1C)C(C)(C)C=CC2(C)C | 79 | 79 | 85 | 87 | 77 | 85 | 60 | 88 | 74
C=C(CNCCO)[C@@H]1CC[C@]2(CO)CC[C@]3(C)[C@H](CC[C@@H]4[C@@]5(C)CCC(NCCc6ccc(O)cc6)C(C)(C)[C@@H]5CC[C@]43C)[C@@H]12 (stereo partly specified) | -27* | -80* | 33 | -61* | -63* | -48* | -80* | -41* | -73*
CC(C)c1cccc(OCC(=O)O)c1OCC(=O)O | 114 | 101 | 103 | 109 | 99 | 101 | 70 | 102 | 80

Later entries.
smiles | OVCAR-4 | NCI-H460 | NCI/ADR-RES | IGROV1 | NCI-H23 | NCI-H226 | NCI-H522 | NCI-H322M | SK-OV-3
O=c1c2cc3ccncc3n2c(=O)c2cc3ccncc3n12 | 109 | 108 | 102 | 94 | 99 | nt | 95 | 101 | 104
CCOC(=O)c1c(SC)nn(-c2cc(=O)[nH]c3ccc(OC)cc23)c1N | 79 | 99 | 97 | 96 | 94 | 91 | 86 | 96 | 90
CCCCC[C@H]1CC=C2C(=O)C(Cl)=C[C@@H]2CC=CCCCC(=O)O[C@@H](CCCCC)CC=C2C(=O)C(Cl)=C[C@@H]2CC=CCCCC(=O)O[C@@H](CCCCC)CC=C2C(=O)C(Cl)=C[C@@H]2CC=CCCCC(=O)O1 | 60[8 µM] | 91[8 µM] | 96[8 µM] | 36[8 µM] | 58[8 µM] | 115[8 µM] | 25[8 µM] | 96[8 µM] | 120[8 µM]
CN(C)c1ccc(/C=C2\c3ccccc3-c3ccc([N+](=O)[O-])cc32)cc1 | 110 | 106 | 109 | 105 | 108 | 99 | 95 | 104 | 108
O=C(NN1C(=O)c2c(Cl)c(Cl)c(Cl)c(Cl)c2C1=O)c1ccc(OCc2nc3ccc(Cl)cc3[nH]2)cc1 | 102 | 108 | 101 | 107 | 101 | 102 | 87 | 106 | 113
CC(=O)c1c(OCCN2CCCCC2C)ccc2c(C)cc(=O)oc12 (stereo unspecified) | 102 | 109 | 102 | 156 | 105 | 105 | 131 | 97 | 112
Cc1c(C(=O)O)nnn1-c1ncc(Cc2ccc(Cl)cc2)s1 | 114 | 100 | 106 | 107 | 95 | 96 | 77 | 105 | 93
O=C(O)c1ccc(N2C(=O)c3nccnc3C2=O)cc1 | 119 | 105 | 104 | 124 | 100 | 102 | 93 | 96 | 102
COc1ccc(-c2cc(C(=O)N3N=C(c4ccc(N)cc4)CC3c3ccc(Cl)cc3)c3cc(OC)ccc3n2)cc1 (stereo unspecified) | 54 | 105 | 15 | 40 | 68 | 89 | 45 | 91 | 90
O=C1CSC(c2ccccc2Cl)N1c1nnc(-c2ccncc2)o1 (stereo unspecified) | 98 | nt | 92 | 89 | 86 | 94 | nt | 105 | nt
COc1cc(Sc2nc3ccccc3o2)cc(OC)c1OC | 90 | 101 | 96 | 95 | 91 | 92 | 76 | nt | 105
COc1cc(C2=NN(c3ccccc3)C(c3sc(Cl)nc3Cl)C2)cc(OC)c1OC (stereo unspecified) | 67 | 102 | 102 | 79 | 86 | 77 | nt | 109 | 106
N#C/C(=C\c1c(-c2ccccc2)[nH]c2ccccc12)C(=O)c1ccc(Cl)cc1 | -11* | 18 | -2.5* | 59 | 37 | 69 | 35 | 62 | 53
O=C(C[n+]1cc2ccccc2c2ccccc21)C(F)(F)F | 115 | 114 | 116 | 107 | 103 | 111 | 115 | 102 | 138
NC(N)=NNS(=O)(=O)c1ccc(Nc2ncnc3ccc(NC(=O)c4cccs4)cc23)cc1 | 105 | 102 | 111 | 101 | 99 | 95 | 87 | 87 | 113
Cc1ccc([N+](=O)[O-])cc1NS(=O)(=O)c1ccccc1 | 108 | 129 | 106 | 104 | 103 | 95 | 95 | 113 | 115
Nc1nc(N)c2c(n1)NC(c1cccc(Nc3ccnc4cc(C(F)(F)F)ccc34)c1)CC(c1ccccc1)=N2 (stereo unspecified) | 58 | 23 | 70 | 59 | 67 | 88 | 29 | 92 | 65
CC[C@]12C=CCN3CC[C@@]4(c5ccc(OC)cc5N(C)[C@H]4[C@@](O)(C(=O)OC)[C@@H]1OC(=O)CCCN[C@@H](Cc1c[nH]c4ccccc14)C(=O)OC)[C@@H]32 | 94 | 98 | 95 | 66 | 95 | 87 | 82 | 92 | 106
O=C1CS/C(=N\c2ncn[nH]2)N1 | 102 | 97 | 108 | 109 | 107 | 106 | 77 | 96 | 100
CS(C)(C)/C(Nc1ccccc1)=C(\C#N)C(=O)N/N=C/c1ccco1 | 104 | 102 | 100 | 106 | 99 | 92 | 71 | 102 | 89
CC(C)(C)COC(=S)S | 99 | 106 | 103 | 125 | 99 | nt | 95 | 99 | 103
COc1ccc(-c2nc3c(c(=O)n2C(C)=O)C(c2ccc(Cl)cc2)c2sc4c(Cl)cccc4c2O3)cc1 (stereo unspecified) | 24 | -11* | -4.4* | 13 | 3.7* | 16 | -46* | -5.7* | -23*
N=C(N)c1ccc(C(=O)Nc2ccc(F)cc2)cc1 | 101 | 109 | 109 | 108 | 105 | 99 | 70 | 101 | 93
Cc1cc(S(=O)(=O)NO)c(N)cc1Cl | 124 | 111 | 110 | 109 | 104 | 111 | 96 | 129 | 101
COc1cccc2c1C(=O)OC2=O | 83 | 104 | 70 | 86 | 82 | 99 | 83 | 97 | 103

Following part.
smiles | OVCAR-4 | NCI-H460 | NCI/ADR-RES | IGROV1 | NCI-H23 | NCI-H226 | NCI-H522 | NCI-H322M | SK-OV-3
CCCCCCCCCCCCNc1ccc(S(=O)(=O)c2ccc(N)cc2)cc1 | 108 | 108 | 110 | 109 | 104 | 101 | 108 | 106 | 118
N#Cc1cccc(F)c1 | 118 | 118 | 104 | 106 | 106 | 109 | 102 | 115 | 111
COc1cc(C2CC(c3cccc(Nc4ccncc4)c3)=Nc3c(N)ncnc3N2)cc(OC)c1OC (stereo unspecified) | 84 | 96 | 97 | 96 | 95 | 89 | 82 | 92 | 88
Cc1cc2nc3c4ccccc4n(CCN4C(=O)c5ccccc5C4=O)c3nc2cc1C | 94 | 94 | 84 | 59 | 70 | 74 | 67 | 80 | 74
COc1cc(-c2cc(-c3cc(OC)c(OC)c(OC)c3)nc3nc(N)[nH]c(=O)c23)ccc1Oc1ccnc2cc(Cl)ccc12 | 39 | 14 | 22 | 53 | 42 | 76 | 30 | 37 | 26
CC[C@@H](c1ccc2cc(OC)ccc2c1)C(C)(C)C(=O)F | 109 | 106 | 78 | 28 | 93 | 103 | 104 | 124 | 107
C/C(=N/NC(N)=S)c1sc(Nc2cccc(C)c2)nc1C | 92 | 107 | 100 | 93 | 97 | 124 | 82 | 88 | 111
N#Cc1c(-c2cccs2)cc(-c2cnccn2)nc1SCC(=O)Nc1ccc(Br)cc1 | 74 | 71 | 86 | 65 | 75 | 81 | nt | 89 | 98
CCCNCC(=O)Nc1ccc(C(=O)OC(C)(C)CC)cc1 | 118 | 104 | 105 | 100 | 102 | 95 | 67 | 97 | 105
Cn1c(=O)[nH]c(=O)c2nc(/C=C(\O)c3ccc(Br)cc3)c(=O)[nH]c21 | 103 | 102 | 107 | 81 | 96 | 58 | 99 | 107 | 97
Cc1cc(=O)[nH]c2ccc(Cc3ccccc3)cc12 | 73 | 83 | 78 | 58 | 80 | 81 | nt | 71 | 77
CCCCCCCCCCCCCCOC(=O)CSC#N | 122 | 104 | 105 | 101 | 102 | 107 | 100 | 97 | 109
Nc1cc2cccnc2cc1Cl | 102 | 106 | 100 | 108 | 93 | 104 | 115 | 110 | 108
CC1(C)CC(OCCCC[P+](c2ccccc2)(c2ccccc2)c2ccccc2)CC(C)(C)N1O | 21 | 2.7* | 55 | -21* | 4.6* | 13 | -14* | 9.8* | -13*
CC(C)CCC[C@@H](C)[C@H]1CCC2C3=CCC4C(=O)C=CC(=O)C4C3CC[C@@]21C (stereo partly specified) | -9.3* | 2.9* | 7.9* | -63* | 8.4* | 42 | -46* | 43 | 10
Nc1ccc(Br)c2ccccc12 | 105 | 107 | 92 | 88 | 96 | 93 | 72 | 89 | 94
O=[N+]([O-])c1ccc(O)cc1 | 111 | 110 | 98 | 111 | 102 | 108 | 110 | 116 | 98

One compound at a time (already shown). Screens in order: OVCAR-4 | NCI-H460 | NCI/ADR-RES | IGROV1 | NCI-H23 | NCI-H226 | NCI-H522 | NCI-H322M | SK-OV-3
`CCOC(=O)c1c(SC)nn(-c2cc(=O)[nH]c3ccc(OC)cc23)c1N` reads 79 | 99 | 97 | 96 | 94 | 91 | 86 | 96 | 90
`CCC(CC)N1C(=O)/C(=c2\sc3n(c2=O)C2C(NN=3)N(CC)C(=O)N2CC)c2ccccc21` (stereo unspecified) reads 38 | 4.8* | 11 | 23 | 7.6* | 54 | 20 | 61 | 43
`CC(C)(C)COC(=S)S` reads 99 | 106 | 103 | 125 | 99 | nt | 95 | 99 | 103

As a working copy, some entries already given.
smiles | OVCAR-4 | NCI-H460 | NCI/ADR-RES | IGROV1 | NCI-H23 | NCI-H226 | NCI-H522 | NCI-H322M | SK-OV-3
Nc1ccc(Br)c2ccccc12 | 105 | 107 | 92 | 88 | 96 | 93 | 72 | 89 | 94
O=[N+]([O-])c1ccc(O)cc1 | 111 | 110 | 98 | 111 | 102 | 108 | 110 | 116 | 98

Not a hit list; overall some 11% were active at least once.
